Anthrax LF prot: Bacillus anthracis LF protease inhibitors, primary screen, biochemical, multiplex microsphere, MLPCN library; multiplex microsphere protease cleavage assay; 360,000 compounds, 0.12% hits; inhibition, % at 10 µM; Lethal factor (Bacillus anthracis), P15917; AID 588501, 2011; note: plate controls were buffer without enzyme for full effect and enzyme alone for no effect
BoNT A protease: BoNT/A light chain protease inhibitors, primary screen, biochemical, flow cytometry, MLPCN library. Botulinum neurotoxin type A light chain protease (Clostridium botulinum A str. ATCC 3502). multiplex microsphere protease substrate cleavage. inhibition, % at 10 µM. 360,000 compounds, 0.17% hits. AID 588499, 2011; note: plate controls were buffer without enzyme for full effect and enzyme alone for no effect
PfHsp40 yeast: rescue of yeast from PfHsp40 toxicity, primary screen, S. cerevisiae, ATP luminescence. S. cerevisiae expressing PfHsp40, growth rescue. growth rescue, % at 12.5 µM. 340,000 compounds, 0.68% hits. AID 504582, 2011; in the data active = growth rescue above about 28%, passing the limit was not always enough; inconclusive = no clear call, values can overlap the other calls;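 note: yeast W303a lacking pdr1 and pdr3 grown in galactose medium; growth measured after three days at 30 °C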
TcdB inh: TcdB glycohydrolase inhibitors, primary screen, biochemical, single point, plate reader; 350,000 compounds, 0.24% hits; inhibition, % at 9.99 µM; AID 652162, 2013; TcdB glycohydrolase enzymatic assay; in the data active = inhibition above about 10%
Target sequence (P18177 whole entry, looked up): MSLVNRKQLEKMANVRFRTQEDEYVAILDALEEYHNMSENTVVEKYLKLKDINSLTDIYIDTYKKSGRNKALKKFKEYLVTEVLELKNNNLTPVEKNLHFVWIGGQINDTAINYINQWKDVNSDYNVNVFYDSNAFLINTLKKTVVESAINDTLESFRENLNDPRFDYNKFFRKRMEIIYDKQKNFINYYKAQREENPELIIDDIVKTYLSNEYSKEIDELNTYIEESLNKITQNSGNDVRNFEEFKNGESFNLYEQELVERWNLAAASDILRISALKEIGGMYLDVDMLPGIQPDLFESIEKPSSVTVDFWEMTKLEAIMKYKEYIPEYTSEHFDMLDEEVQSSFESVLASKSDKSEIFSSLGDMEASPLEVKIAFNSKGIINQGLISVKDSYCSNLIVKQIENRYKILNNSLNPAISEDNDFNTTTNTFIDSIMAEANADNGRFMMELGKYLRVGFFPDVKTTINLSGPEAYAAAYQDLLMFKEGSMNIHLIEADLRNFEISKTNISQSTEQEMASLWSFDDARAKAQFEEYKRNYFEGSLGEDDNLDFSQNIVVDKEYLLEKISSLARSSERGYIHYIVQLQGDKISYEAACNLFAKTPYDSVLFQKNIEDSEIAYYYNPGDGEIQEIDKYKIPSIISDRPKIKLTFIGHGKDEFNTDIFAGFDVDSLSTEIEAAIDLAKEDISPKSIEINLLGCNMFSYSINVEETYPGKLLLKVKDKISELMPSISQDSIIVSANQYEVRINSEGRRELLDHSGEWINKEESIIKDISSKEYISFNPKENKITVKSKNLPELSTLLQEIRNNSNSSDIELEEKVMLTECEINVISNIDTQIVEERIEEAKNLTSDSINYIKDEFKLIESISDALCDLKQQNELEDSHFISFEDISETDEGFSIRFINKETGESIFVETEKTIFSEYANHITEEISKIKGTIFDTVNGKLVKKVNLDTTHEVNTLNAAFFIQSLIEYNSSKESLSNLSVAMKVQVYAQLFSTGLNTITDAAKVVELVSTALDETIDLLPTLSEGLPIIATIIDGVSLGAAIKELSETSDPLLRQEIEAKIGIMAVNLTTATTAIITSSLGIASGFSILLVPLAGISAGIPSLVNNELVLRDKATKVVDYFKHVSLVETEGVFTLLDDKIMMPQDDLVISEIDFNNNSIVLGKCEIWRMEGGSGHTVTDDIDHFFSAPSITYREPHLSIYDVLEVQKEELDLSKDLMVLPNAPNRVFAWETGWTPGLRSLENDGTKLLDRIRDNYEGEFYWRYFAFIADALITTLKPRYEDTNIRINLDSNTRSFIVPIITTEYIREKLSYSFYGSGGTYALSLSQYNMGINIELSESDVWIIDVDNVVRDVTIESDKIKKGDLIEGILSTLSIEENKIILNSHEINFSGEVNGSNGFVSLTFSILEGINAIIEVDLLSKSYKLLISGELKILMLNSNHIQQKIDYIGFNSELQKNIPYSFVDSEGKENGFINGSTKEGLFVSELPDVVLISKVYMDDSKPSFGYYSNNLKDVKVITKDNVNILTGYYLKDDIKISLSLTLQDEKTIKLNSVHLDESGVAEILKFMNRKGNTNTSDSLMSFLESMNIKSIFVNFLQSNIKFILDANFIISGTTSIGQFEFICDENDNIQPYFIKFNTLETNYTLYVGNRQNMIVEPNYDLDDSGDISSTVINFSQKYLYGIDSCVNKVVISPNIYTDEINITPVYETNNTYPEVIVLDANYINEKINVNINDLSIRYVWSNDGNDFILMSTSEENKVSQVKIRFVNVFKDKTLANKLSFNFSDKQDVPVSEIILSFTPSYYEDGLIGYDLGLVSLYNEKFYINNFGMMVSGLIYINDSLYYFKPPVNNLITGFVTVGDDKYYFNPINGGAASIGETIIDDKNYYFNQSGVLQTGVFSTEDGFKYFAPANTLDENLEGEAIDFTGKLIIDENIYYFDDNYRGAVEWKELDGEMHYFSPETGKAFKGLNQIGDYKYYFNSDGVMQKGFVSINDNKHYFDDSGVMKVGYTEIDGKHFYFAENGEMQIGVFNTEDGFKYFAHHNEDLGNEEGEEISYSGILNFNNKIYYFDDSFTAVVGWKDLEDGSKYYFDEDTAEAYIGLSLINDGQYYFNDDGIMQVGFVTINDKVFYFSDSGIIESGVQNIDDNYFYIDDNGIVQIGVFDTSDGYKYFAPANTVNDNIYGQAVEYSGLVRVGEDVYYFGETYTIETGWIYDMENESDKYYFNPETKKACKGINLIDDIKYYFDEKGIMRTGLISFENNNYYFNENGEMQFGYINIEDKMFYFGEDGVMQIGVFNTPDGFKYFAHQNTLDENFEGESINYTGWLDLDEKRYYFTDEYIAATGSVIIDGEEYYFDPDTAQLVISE
BoNT F protease: BoNT/F light chain protease inhibitors, primary screen, biochemical, flow cytometry, MLPCN library | Botulinum neurotoxin type F light chain protease (Clostridium botulinum) | 360,000 compounds, 0.22% hits | Multiplex microsphere protease cleavage assay | inhibition, % at 10 µM | AID 588497, 2011; in the data active = inhibition above about 35%, passing the limit was not always enough; inconclusive = no clear call, values can overlap the other calls; note: plate controls were buffer without enzyme for full effect and enzyme alone for no effect
Y pestis TopoI: Yersinia pestis topoisomerase I inhibitors, primary screen, biochemical, cleavage product accumulation, plate reader, single point; Y. pestis Topo-I cleavage product accumulation; activity, % at 10 µM; DNA topoisomerase I (Yersinia pestis CO92); AID 504884, 2011; 360,000 compounds, 0.064% hits; in the data active = activity above about 50%, passing the limit was not always enough; inconclusive = no clear call, values can overlap the other calls; note: inactives centre near 2
PrPC TRFRET: inhibitors of human cell surface prion protein PrPC, primary screen, cell-based, TR-FRET. Major prion protein (Homo sapiens), P04156. TR-FRET read-out. inhibition, % at 13.8 µM. 370,000 compounds, 0.43% hits. AID 720596, 2013; in the data active = inhibition above about 24%; note: 0% = median of the test wells and 100% = reference compound wells
CCHF vOTU inh: CCHFV vOTU protease inhibitors, primary screen, biochemical, Pep-AMC substrate, fluorescence | 370,000 compounds, 0.55% hits | inhibition, % at 11.5 µM | AID 651958, 2012 | Crimean-Congo hemorrhagic fever virus L polyprotein viral ovarian tumor (vOTU) protease …; in the data active = inhibition above about 30%; note: 0% = vehicle wells with enzyme and 100% = no enzyme wells
FadD28 binding: inhibitors of FadD28 bisubstrate probe binding, primary screen, biochemical, fluorescence polarization, single point | 360,000 compounds, 0.22% hits | Mycobacterium tuberculosis FadD28 fatty-acid-AMP ligase | inhibition, % at 12.5 µM; in the data active = inhibition above about 8.5%, passing the limit was not always enough; inconclusive = no clear call, values can overlap the other calls
Starred values were filed as active, the others as inactive; ? = inconclusive; nt = no result given. Cut-off read from the data, not from the text of the source, unless noted: active = inhibition above about 30%; inconclusive = no clear call, values can overlap the other calls; inactive = below that.

Start of the listing, in advance:
SMILES | Anthrax LF prot | BoNT A protease | PfHsp40 yeast | TcdB inh | BoNT F protease | Y pestis TopoI | PrPC TRFRET | CCHF vOTU inh | FadD28 binding
Cn1c(=O)n(C)c2cc(NS(=O)(=O)c3ccc(Cl)s3)ccc21 | -5.2 | -1.3 | -0.9 | 1.0 | 2.6 | 3.4 | 0.3 | -6.9 | -1.8
CCOC(=O)N1CCC(NC(=O)CN(c2ccc(C(C)C)cc2)S(=O)(=O)c2c(C)nn(C)c2C)CC1 | -0.5 | 0.8 | 1.0 | -1.0 | -0.2 | 21.2 | -3.9 | 5.1 | -3.0
O=C(c1ccc2c(c1)OCCCO2)c1cccs1 | -1.0 | ? | 1.4 | nt | -4.3 | -2.3 | 1.4 | 16.2 | -1.5
O=C(CNC(=O)c1ccc(Br)o1)NNC(=O)c1ccccc1 | -0.2 | 4.4 | 0.3 | 0.9 | 7.7 | -4.5 | 0.7 | -0.6 | -0.4
Cc1cccc(N2CC(c3nc4ccccc4n3C)CC2=O)c1C (configuration not stated) | -11.9 | -1.1 | -0.2 | 1.5 | -9.5 | 3.5 | -4.5 | -4.2 | -0.7

The listing (from the top)
SMILES | Anthrax LF prot | BoNT A protease | PfHsp40 yeast | TcdB inh | BoNT F protease | Y pestis TopoI | PrPC TRFRET | CCHF vOTU inh | FadD28 binding
Cn1c(=O)n(C)c2cc(NS(=O)(=O)c3ccc(Cl)s3)ccc21 | -5.2 | -1.3 | -0.9 | 1.0 | 2.6 | 3.4 | 0.3 | -6.9 | -1.8
CCOC(=O)N1CCC(NC(=O)CN(c2ccc(C(C)C)cc2)S(=O)(=O)c2c(C)nn(C)c2C)CC1 | -0.5 | 0.8 | 1.0 | -1.0 | -0.2 | 21.2 | -3.9 | 5.1 | -3.0
O=C(c1ccc2c(c1)OCCCO2)c1cccs1 | -1.0 | ? | 1.4 | nt | -4.3 | -2.3 | 1.4 | 16.2 | -1.5
O=C(CNC(=O)c1ccc(Br)o1)NNC(=O)c1ccccc1 | -0.2 | 4.4 | 0.3 | 0.9 | 7.7 | -4.5 | 0.7 | -0.6 | -0.4
Cc1cccc(N2CC(c3nc4ccccc4n3C)CC2=O)c1C (configuration not stated) | -11.9 | -1.1 | -0.2 | 1.5 | -9.5 | 3.5 | -4.5 | -4.2 | -0.7
O=C1NC(=Nc2cccc(Cl)c2)SC1Cc1cccc(Cl)c1Cl (configuration not stated) | -2.6 | -0.3 | 0.7 | 0.3 | 1.5 | 13.2 | 3.3 | -1.8 | -3.0
COc1ccccc1C(=O)NCC1CCN(c2ccc(S(=O)(=O)N3CCOCC3)cc2)CC1 | -3.2 | 0.5 | -0.2 | nt | 1.4 | -3.6 | 2.3 | -4.7 | 1.2
O=C(NN1C(=O)NC2(CCCCC2)C1=O)c1ccc(-c2ccc(Cl)cc2)o1 | 1.9 | -0.5 | 1.3 | 2.3 | -6.5 | -4.3 | -14.9 | -15.0 | -1.6
O=C(Cc1ccccc1)N/N=C/c1ccccn1 | -2.8 | -0.7 | -1.0 | nt | -5.8 | -0.5 | -2.4 | -9.7 | -2.1
O=C(NCc1ccc(F)cc1)C(c1cccnc1)N(C(=O)c1csnn1)c1ccccc1 (configuration not stated) | -10.6 | -2.5 | -1.4 | 0.7 | 18.1 | 1.7 | 4.3 | -5.6 | 0.5
CC(=O)n1c2c(c3ccccc31)OC(N)=C(C#N)C2c1ccc(C(C)C)cc1 (configuration not stated) | 2.9 | 4.6 | 1.2 | -0.8 | -6.2 | -1.9 | -8.1 | -36.8 | -3.3
CCCNC(=O)C1(C)CCCN(C(=O)c2cc(F)cc(F)c2)C1 (configuration not stated) | -0.4 | -0.3 | nt | 0.2 | -3.5 | 0.9 | 0.5 | -17.2 | -0.1
O=C1NC[C@H](CC2CCCCC2)N(CCC23CC4CC(CC(C4)C2)C3)C1=O | 0.9 | -2.1 | nt | 0.5 | -8.3 | nt | -1.6 | 2.9 | nt
CCOC(=O)[C@]12CCC=C1N(Cc1cccc3ccccc13)C(=O)[C@H](CC(=O)NCc1ccccc1)C2 | -1.3 | 0.3 | nt | 0.4 | 2.8 | nt | 9.7 | 0.0 | nt
O=C(COc1ccc(-c2nnco2)cc1)N1CCN(S(=O)(=O)c2ccc3ccccc3c2)CC1 | 1.5 | -0.5 | -0.3 | nt | 1.5 | 16.7 | -1.0 | -10.2 | -3.4
CC(C)(C)C(=O)Nc1nc(-c2ccccc2)ns1 | 0.2 | -1.1 | 1.6 | nt | -14.5 | -2.6 | 9.1 | 2.0 | -3.6
CN(C1CCCCC1)S(=O)(=O)c1ccc(SCC(=O)NC(C)(C)C)nc1 | 2.3 | 1.6 | 0.6 | 0.7 | -0.6 | 3.8 | -2.3 | -1.5 | -2.1
O=C(Nc1ncccn1)C1CCCCC1 | -0.6 | 0.3 | 0.1 | 0.0 | 2.6 | -0.1 | -1.5 | 7.4 | 3.2
O=C1CCN(CCCc2ccccc2)CCN1[C@H](CO)Cc1ccccc1 | 3.7 | 0.1 | 0.3 | 0.6 | -2.6 | 25.6 | -2.8 | 1.3 | -4.2
CC(=O)N1CC(=O)Nc2ccc(C)cc2C1c1ccccc1 (configuration not stated) | -8.8 | -1.5 | 0.9 | 2.2 | -12.1 | -3.4 | -0.2 | -0.2 | -0.6
CCCOc1ccccc1C1NC(=O)NC(C)=C1C(=O)OCc1ccccc1 (configuration not stated) | -0.5 | 0.5 | 0.8 | nt | 1.8 | 26.4 | 12.8 | -1.5 | -3.7
Cc1sc2ncn(CC(=O)NCCCC(=O)N3CCCCC3)c(=O)c2c1C | 1.6 | 0.0 | 1.5 | 0.6 | 1.2 | -0.6 | -5.0 | 12.1 | 2.6
C=CC[C@@H](CC(=O)N[C@H](CO)Cc1ccccc1)C(=O)N[C@H](C)COC(=O)[C@@H](CC=C)CC(=O)OC(C)(C)C | -5.6 | -0.2 | 0.7 | 1.0 | -6.1 | -4.1 | 0.2 | 7.0 | -2.0
COc1ccc(C(=O)NC2CCN(C(=O)NCc3ccccc3)CC2)cc1 | -2.9 | -1.2 | -0.3 | 1.1 | 2.1 | 2.7 | -2.5 | 10.8 | -0.8
COc1cccc(C(=O)NC(C)C(c2cccs2)N2CCOCC2)c1 (configuration not stated) | -5.8 | -1.0 | -0.2 | 0.4 | -8.9 | 4.4 | -1.5 | 4.6 | 0.6
COC(=O)C(O)(c1ccc(N(C)C(=O)COc2ccccc2)cc1)C(F)(F)F (configuration not stated) | -0.2 | -0.6 | 0.2 | 1.2 | -5.4 | -2.2 | 0.1 | -0.3 | -1.9
CC(Sc1ccccn1)C(=O)NC1CCCC1 (configuration not stated) | 2.2 | -0.2 | 10.8 | 0.2 | 5.3 | 2.4 | 7.6 | -4.8 | -2.9
Cc1ccc(N2C(=O)/C(=C/N3CCN(C(=O)c4ccco4)CC3)C(=O)NC2=S)cc1C | -10.9 | 0.1 | 1.3 | nt | 6.8 | 5.8 | -5.2 | 19.4 | -0.7
CCC1(CC)C(=O)C2=C3C1[C@H](C(=O)OC)C=C(C(=O)OC)C[C@H]3[C@H]1C(=O)N(Cc3ccccc3)C(=O)[C@H]1[C@H]2C (some centres not stated) | 3.0 | 2.4 | -0.4 | 0.9 | 0.7 | 27.6 | 3.7 | -4.3 | -1.0
COc1ccc(/C=N/NS(=O)(=O)c2ccccc2)cc1OC | -6.9 | -2.4 | 3.1 | -5.4 | -5.7 | -3.7 | 5.6 | 5.6 | -1.7
COc1ccc(Cl)cc1S(=O)(=O)NCc1cccs1 | -3.4 | -0.2 | 0.5 | nt | -3.1 | -1.8 | -1.8 | 2.8 | -1.5
O=C(Nc1ccc(F)c(Cl)c1)N1CCCCCC1 | nt | nt | 0.3 | -0.5 | nt | 5.4 | 3.5 | 14.2 | -0.7
CCc1c(C)sc(NC(=O)c2cc(C)on2)c1C#N | -3.5 | 1.8 | 0.0 | nt | 11.2 | 13.0 | -0.7 | -0.4 | -2.8
CCOC(=O)c1nnn(CC(=O)Nc2cccc(OC)c2)c1C(=O)OCC | -3.5 | -1.3 | -0.2 | nt | -15.1 | 6.2 | -2.3 | -0.8 | 4.0
CC1=C(C(=O)N2CCCCC2)C2(CCC(C)CC2)OC1=O (configuration not stated) | -3.4 | -0.3 | -0.7 | 1.0 | -4.9 | -8.5 | -2.2 | 11.1 | -3.1
Cc1nn(-c2ccccn2)c2c1C(=O)CC(C)(C)C2N=[N+]=[N-] (configuration not stated) | -6.2 | -0.5 | 0.6 | 0.8 | -3.6 | 5.2 | 2.2 | 4.7 | -4.1
CC(=O)Nc1ccc(NS(=O)(=O)c2c(Cl)cccc2Cl)cc1 | -0.8 | 0.6 | 0.4 | 1.3 | 6.8 | 4.7 | 12.1 | 11.5 | 0.5
COc1cc(OC)c(OC)cc1/C=N/Nc1ncnc2c1[nH]c1ccccc12 | -1.4 | 0.1 | 1.5 | 0.8 | 2.1 | 1.1 | 5.2 | -6.2 | -3.6
CCNC(=O)OCc1cn(-c2ccccc2)nn1 | -1.6 | -1.7 | -0.4 | 1.1 | -14.9 | 6.2 | -2.8 | -6.6 | -1.1
C#CCOCCOCCOCCNc1nc(N2CCOCC2)nc(N2CCN(C(=O)[C@H]([C@@H](C)CC)n3cc([C@@H](N)CO)nn3)CC2)n1 | -12.9 | -0.4 | ? | 2.1 | -7.0 | -0.7 | 1.1 | -6.4 | -1.9
Cc1ccc(NC(=O)CC(=O)NCCN2CCOCC2)cc1 | -2.4 | -0.6 | -2.0 | nt | -4.9 | 4.7 | 0.5 | -12.0 | -4.3
Cc1cc(C)nc(/N=C(/NC(=O)c2ccccc2)Nc2ccccc2)n1 | 1.1 | 0.1 | 0.1 | nt | 19.0 | 1.0 | -0.5 | -2.2 | 0.9
CCOC(=O)N1CCN(C(=O)Nc2cccc3ccccc23)CC1 | -3.8 | -0.4 | 0.3 | 0.6 | -0.9 | 0.6 | 6.8 | -18.8 | 0.3
Cc1cc(C)c2c(n1)SCC(=O)N2CC(=O)Nc1cccc(Cl)c1 | -0.4 | -0.2 | 0.5 | -0.2 | -7.4 | 0.1 | 8.5 | 3.2 | -6.8
CCc1ccc(NC(=O)C(=O)NCCN2CCN(C(=O)c3ccc(OC)cc3)CC2)cc1 | -1.9 | -0.4 | nt | 0.6 | -5.4 | 9.0 | -8.0 | 8.6 | -2.6
O=C(NCc1ccccn1)c1[nH]c(C(F)(F)F)nc1-c1ccccc1 | -8.6 | -0.3 | nt | 2.1 | 2.4 | nt | -1.8 | -2.0 | -0.6
Cc1cnc(C(=O)N2CCCC(C(=O)c3ccc(C(F)(F)F)cc3)C2)cn1 (configuration not stated) | 7.6 | -0.6 | -1.6 | -0.3 | 2.3 | 5.1 | 1.3 | 11.4 | 1.1
CCN(CC)S(=O)(=O)c1ccc(N2CCCC2)c(C(=O)OCC(=O)/C(C#N)=C(\C)N)c1 | -6.1 | 0.3 | 3.1 | nt | -4.7 | 9.9 | 3.8 | 12.1 | -2.2
CC1=CC(c2ccc(Cl)cc2)n2nc(NS(=O)(=O)c3ccc(C)cc3)nc2N1 (configuration not stated) | -1.7 | 0.7 | 0.0 | nt | -1.8 | 8.6 | -3.0 | -55.4 | 0.0
Cc1ccc(C)c(Cn2c(C(C)O)nc3ccccc32)c1 (configuration not stated) | -8.8 | -1.7 | -1.6 | nt | -29.1 | 2.4 | 5.5 | -0.3 | -1.3
